Screening data deposited in PubChem by Sanford-Burnham Center for Chemical Genomics.
H9c2 TAG inh – triacylglycerol accumulation inhibition; H9c2 cells, Nile Red lipid (TAG) fluorescence; cells loaded with 200 µM oleic acid; inhibition, % at 12.5 µM; 0.66% of 230,000 active; AID 651582;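 active = pattern-corrected inhibition of lipid staining of at least 50% with the nuclear-stain viability signal not falling by more than 50%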;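 also: 0% = DMSO wells and 100% = triacsin C control wells; some results filed as inactive read as strong as hits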
H9c2 TAG inh DAPI viability – also measured in H9c2 TAG inh; calls as there; DAPI nuclei signal change (viability), lower = more cytotoxic, %;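 whole-well DAPI fluorescence read on a plate reader as a viability signal; minus 50 percent equals half of cells still viable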
* marks the source's active call; other numbers are inactive results. Only part of the results is shown; rates above refer to the full screens.

Preview, seven compounds:
SMILES	H9c2 TAG inh	H9c2 TAG inh DAPI viability
CCC(=O)c1ccc2c(c1)N(CCCN(C)C)c1ccccc1S2	16	6
O=C(Nc1nnc(SCC(=O)N2CCCCC2)s1)c1cccs1	14	8
Cc1cccc(N(C)C(=O)c2cc3cc4ccc(C)cc4nc3o2)c1	0	-6
S=C(Nc1cccc(Br)c1)N1CCn2cccc2C1c1cccnc1 (configuration not stated)	-19	-2
Cc1cc(NS(=O)(=O)c2ccccc2)ccc1NS(=O)(=O)c1ccccc1	-4	-2
COCCNC(=O)C1(C)CCCN(C(=O)c2cc(OC)c(OC)c(OC)c2)C1 (configuration not stated)	-12	5
COC(=O)CSc1nc(N2CCCCC2)c2c(c1C#N)CCCC2	1	11

Main list, from the start:
SMILES	H9c2 TAG inh	H9c2 TAG inh DAPI viability
CCC(=O)c1ccc2c(c1)N(CCCN(C)C)c1ccccc1S2	16	6
O=C(Nc1nnc(SCC(=O)N2CCCCC2)s1)c1cccs1	14	8
Cc1cccc(N(C)C(=O)c2cc3cc4ccc(C)cc4nc3o2)c1	0	-6
S=C(Nc1cccc(Br)c1)N1CCn2cccc2C1c1cccnc1 (configuration not stated)	-19	-2
Cc1cc(NS(=O)(=O)c2ccccc2)ccc1NS(=O)(=O)c1ccccc1	-4	-2
COCCNC(=O)C1(C)CCCN(C(=O)c2cc(OC)c(OC)c(OC)c2)C1 (configuration not stated)	-12	5
COC(=O)CSc1nc(N2CCCCC2)c2c(c1C#N)CCCC2	1	11
COc1cccc(NC2=NC3(CCCCC3)N=C(N)N2)c1	4	6
COc1cccc(CN2CCNC(=O)C2CC(=O)N(C)CC2CCOCC2)c1 (configuration not stated)	1	5
Cn1c(OCc2ccc3c(c2)OCO3)nc2c1c(=O)n(Cc1ccc(Cl)c(Cl)c1)c(=O)n2C	-22	3
O=C(c1ccc(C(=O)N2CCN(c3ccccc3F)CC2)nc1)N1CCN(c2ccccc2F)CC1	2	0
CCOC(=O)Nc1ccc2c(c1)N(C(=O)CCN1CCN(CCO)CC1)c1ccccc1S2	13	-3
Cc1ccc(S(=O)(=O)N2CCN(C(=O)c3ccc4nc[nH]c4c3)CC2)cc1	3	6
O=C(NCCCN1CCCC1=O)c1ccc2c(c1)NC(=O)C(N1CCOCC1)S2 (configuration not stated)	2	1
CC(C)(C)OC(=O)N1CCc2onc(-c3ccc(Cl)cc3)c2C1=O	23	-18
O=c1[nH]c2cc(O)ccc2c2ccccc12	-6	5
Cc1cccc(C(=O)NC(=S)NNC(=O)COc2ccc(Cl)cc2)c1	-12	0
CCOc1ccc(CN2CCN(Cc3nc4c(s3)CCCC4)CC2CCO)cc1 (configuration not stated)	-6	10
Cc1ccc(C2(C)NC(=O)N(CC(=O)Nc3ccc4[nH]c(=O)[nH]c4c3)C2=O)cc1 (configuration not stated)	14	3
CCOc1cc2[nH]c(=O)n(CCc3ccc(OC)c(OC)c3)c(=O)c2cc1OCC	59*	2.9*
COc1ccccc1/C=N/NC(=O)Cn1cnc([N+](=O)[O-])n1	-2	8
CN(C)CCCN(C(=O)CCOc1ccccc1)c1nc2c(F)cccc2s1	28	-13
CC(O)Cn1nc([N+](=O)[O-])nc1N (configuration not stated)	-5	0
CSc1ccccc1NC(=O)CN(C)C(C)C(=O)NC(=O)NC1CCCCC1 (configuration not stated)	-2	-4
COC(=O)CNc1cccc(C(F)(F)F)c1	2	1
COc1ccc(CCN(C)C2CCCN(S(=O)(=O)c3ccccc3F)C2)cc1OC (configuration not stated)	-12	4
Cc1ccccc1-n1nc(C(=O)O)c(C)c(C#N)c1=O	-13	-10
CCOc1cc(N2CCOCC2)c(OCC)cc1NC(=O)C(NC(=O)c1ccco1)C(C)C (configuration not stated)	6	-10
CN(c1ccccc1)S(=O)(=O)c1ccc(C(=O)OCC(=O)NCc2ccco2)cc1	9	-13
CCCn1nc(C(=O)OCC(=O)c2ccc3c(c2)NC(=O)CO3)c2ccccc2c1=O	3	-2
Cc1cccc(C(=O)Nc2nccs2)c1[N+](=O)[O-]	-5	-3
OC1(c2ccccc2F)CCN(Cc2nnc(-c3ccccc3)o2)CC1	3	-6
NC1=NC(=O)C2(COC(c3ccncc3)OC2)S1 (configuration not stated)	-11	-4
Cc1nc(-c2ccc(F)cc2)c(CC(=O)N(C)CC(=O)Nc2cccc(F)c2)s1	0	0
COc1cc2c(C)nc(C)c(C#N)c2cc1OC	23	-9
Cc1nc(-c2cccc(C(F)(F)F)c2)sc1C(=O)O	7	-12
COc1ccc(Cl)cc1S(=O)(=O)N1CCCC(C(=O)NCc2ccccn2)C1 (configuration not stated)	-5	-5
Cn1c(N)c(C(=O)CSc2nc3ccccc3c(=O)n2CCCN2CCOCC2)c(=O)n(C)c1=O	15	4
CCOC(=O)/C(C#N)=C/c1c(N2CCN(Cc3ccc4c(c3)OCO4)CC2)nc2c(C)cccn2c1=O	-8	3
CCN(CC)c1ccc(NC(=O)CSc2nc3ccccc3c(=O)[nH]2)cc1	30	-11
CN(C)CC(CCCCC(CN(C)C)C(=O)c1ccccc1)C(=O)c1ccccc1 (configuration not stated)	-3	10
Cc1cccc(NS(=O)(=O)c2cccc(C(=O)NCC(c3ccco3)N3CCCCC3)c2)c1 (configuration not stated)	-4	9
COc1ccc(N2CCN(CC(=O)Nc3ccccc3C(=O)NC(C)c3ccccc3)CC2)cc1 (configuration not stated)	-10	9
COc1cccc(CNC(=O)Cc2ccc(S(=O)(=O)N3CCOCC3)s2)c1	-9	-1
CCC1CCCCN1C(=S)NC(=O)c1ccc(F)c(S(=O)(=O)N2CCOCC2)c1 (configuration not stated)	11	-2
CC(=O)C1=C(O)C(=O)N(c2ccc(S(N)(=O)=O)cc2)C1c1ccccc1F (configuration not stated)	-3	10
CC1(C)Cc2cccc(OCC(=O)N3CCN(c4ccc(F)cc4)CC3)c2O1	-4	23
Brc1c(CSc2nc3ccccc3o2)nc2ncccn12	-8	11
Cc1cccc(NC(=O)c2ccc(S(=O)(=O)N3CC(C)OC(C)C3)cc2)n1 (configuration not stated)	-1	5
C=CCn1c(COc2ccc(F)cc2)nnc1SCC(=O)NC1CCCC1	6	-8
CN(C)S(=O)(=O)c1cccc(NC(=O)COc2ccccc2C(=O)NCc2ccccc2)c1	2	-8
Nc1scc(-c2ccncc2)c1Cl	-7	5
Cn1ncc(Br)c1NC(=O)Nc1ccc(OC(F)(F)F)cc1	-30	2
Cc1ccccc1CN(C)CCc1ccccn1	9	-7
CC1CCN(S(=O)(=O)N2CCC(C(=O)NC3CCCC3)CC2)CC1	1	1
Cc1ccc(S(=O)(=O)NC(=O)Nc2ccc(OC(F)F)cc2)cc1	4	-7
CC1(C(=O)NS(=O)(=O)c2ccc(C#N)cc2)CCN1C(=O)Cc1ccsc1 (configuration not stated)	-3	9
O=C1C=C(c2ccc3[nH]ccc3c2)C[C@@H](c2ccc(F)cc2)C1	-23	7
COC(CNC(=O)c1cc(-c2ccncc2)nc2ccc(S(=O)(=O)N3CCOCC3)cc12)OC	-8	-10
COc1ccc(/C=N/NC(=O)c2c(C)nnn2-c2nonc2N)cc1OC	8	27

Given field by field: entries from further up
COc1ccccc1/C=N/NC(=O)Cn1cnc([N+](=O)[O-])n1
- H9c2 TAG inh = -2
- H9c2 TAG inh DAPI viability = 8
Cc1ccccc1CN(C)CCc1ccccn1
- H9c2 TAG inh = 9
- H9c2 TAG inh DAPI viability = -7
CCOc1cc(N2CCOCC2)c(OCC)cc1NC(=O)C(NC(=O)c1ccco1)C(C)C (configuration not stated)
- H9c2 TAG inh = 6
- H9c2 TAG inh DAPI viability = -10
Cn1c(OCc2ccc3c(c2)OCO3)nc2c1c(=O)n(Cc1ccc(Cl)c(Cl)c1)c(=O)n2C
- H9c2 TAG inh = -22
- H9c2 TAG inh DAPI viability = 3

Next section
SMILES	H9c2 TAG inh	H9c2 TAG inh DAPI viability
Fc1ccc(Br)cc1C1C=C(c2ccc(Br)s2)Nc2ncnn21 (configuration not stated)	-4	17
c1csc(-c2csc3nc(CN4CCOCC4)nc(NCc4ccc5c(c4)OCO5)c23)c1	-3	9
Cc1cc2sc3nc(=O)n(-c4ccccc4)c(=O)n3c2cc1C	-16	-4
CNC(=O)C(=O)Nc1c(C)cc(C)cc1C	12	7
CN(C)CCCN(C(=O)c1ccc(S(=O)(=O)N2CCc3ccccc32)cc1)c1nc2c(Cl)cccc2s1	22	-1
CC(C)(C)OC(=O)NCCCCCC(=O)N/N=C/c1coc2ccccc2c1=O	0	-1
COC(=O)c1ccc(NC(=O)C2CCCN2S(=O)(=O)c2ccc(OC)cc2)cc1 (configuration not stated)	-17	-1
COc1cc(CNCCc2ccccc2)cc(Cl)c1OCc1ccccc1	3	6
COc1cc(C2c3c(oc4ccccc4c3=O)C(=O)N2c2ccc(C)cn2)ccc1O (configuration not stated)	7	2
CCCCn1c(N)c(N(CCOC)C(=O)c2cc(-c3ccco3)nc3ccccc23)c(=O)[nH]c1=O	-2	-3
CCN1CCN(CC(O)COc2ccc(C(C)=O)cc2)CC1 (configuration not stated)	9	-7
O=C(Nc1ccc2c(c1)OCO2)c1cnc(Cl)c(Cl)c1	-4	-1
CC(C)Cn1nc(NC(=O)c2ccco2)c2cc3ccccc3nc21	4	9
CCCc1cc(=O)oc2cc(OCC(=O)Nc3cc(C)on3)ccc12	17	-4
COc1ccc2nc(NC(=O)CSc3n[nH]c(N)n3)sc2c1	-16	4
CC(C)C(=O)Nc1nnc(SCC(=O)NCC2CCCO2)s1 (configuration not stated)	7	-8
Cc1ccccc1N1CCN(S(=O)(=O)c2nnc(NC(=O)CC(C)C)s2)CC1	4	34
CC(C)NC(=O)c1cnc(Sc2ncc(C(F)(F)F)cc2Cl)n1C	-5	-3
Cc1nc2ncnn2c(C)c1Cc1cccc(F)c1	-7	9
COC(=O)CNC(=O)COC(=O)c1cc(F)c(F)cc1Cl	10	-8

The last two compounds of the part before are carried over, then new ones follow:
SMILES	H9c2 TAG inh	H9c2 TAG inh DAPI viability
Cc1nc2ncnn2c(C)c1Cc1cccc(F)c1	-7	9
COC(=O)CNC(=O)COC(=O)c1cc(F)c(F)cc1Cl	10	-8
COc1ccc(NC(=O)CSCC(=O)N2c3ccccc3CCc3ccccc32)cc1	4	-8
O=C(c1ccncc1)N1CCN(S(=O)(=O)c2cc(C(F)(F)F)cc(C(F)(F)F)c2)CC1	0	-8
COc1cccc(C(=O)NC2CCCc3c2cnn3-c2cc(C)cc(C)c2)c1 (configuration not stated)	31	-11
Cc1ccc(C(=O)Nc2nc(C(N)Cc3ccc(C(F)(F)F)cc3)cs2)cc1 (configuration not stated)	-1	28
O=C(Nc1ccccc1)C1CC2CCC1C2 (configuration not stated)	14	-15
Cc1ccc(NS(=O)(=O)c2cccc(C(=O)NCCCN3CCOCC3)c2)cc1	-12	2
Cn1nnc2cc(C(=O)NC(C)(C)C)ccc21	-2	10
O=C(CC1NCCc2ccccc21)Nc1ccc(Cl)cc1 (configuration not stated)	-16	6
Cc1cccc2c3c([nH]c12)C(=O)CC(C)(C)S3	-15	14
NC(=O)c1cccc2ccccc12	-2	2
C[C@H]1CCC(=O)N([C@H](COc2ccccc2)Cc2ccccc2)CC1	0	-4
COc1ccc(NS(=O)(=O)c2cc(NC(=O)c3ccc(=O)[nH]c3)ccc2N2CCCC2)cc1	34	-23
COCCn1c(CN(Cc2ccccc2)Cc2ccccc2)nc2c1c(=O)n(C)c(=O)n2C	-6	-1
CC(C)(C)c1nc2cc(Cl)c([N+](=O)[O-])cc2o1	8	5
COC(=O)[C@]1(C)N[C@H](c2ccc(SC3CCCCC3)c(OC)c2)[C@@H]2C(=O)N(C)C(=O)[C@@H]21	-14	8
O=C(CSc1nc2c([nH]c3ccccc32)c(=O)n1-c1ccccc1)N1CCOCC1	23	-14
CCC(C)NC(=O)c1ccc(-n2c(=S)[nH]c3ccccc3c2=O)cc1 (configuration not stated)	-4	5
CCOC(=O)c1sc(-c2ccccc2)cc1NC(=O)CSc1nnnn1C	10	-1
CCCCOC(=O)C1=C(N)N2C(=O)C(C)SC2=C(C(=O)OCC)C1c1ccc(O)c(OC)c1 (configuration not stated)	-1	0
CC1(C)Cc2ccccc2C(NN=C2CCCC2)=N1	-13	-4
NC(=NC(=O)c1ccccc1)C1=C(O)CCC1=O	9	7
COc1ccc(S(=O)(=O)N2CCCCC2)cc1NC(=O)CCCOc1ccc(C)cc1	-4	-5
O=C1C=C(NNC(=O)c2cccnc2)CC(c2ccco2)C1 (configuration not stated)	-21	12
Cc1ccc(NC(=O)c2noc3c2CCC3)cc1C	-5	7
CCN(C(=O)COC(=O)c1ccccc1Oc1ccccc1)c1c(N)n(Cc2ccccc2)c(=O)[nH]c1=O	14	0
CC(=O)Nc1ccc(C(=O)N/C(=C\c2ccccc2)C(=O)Nc2cccc(C(=O)O)c2)cc1	7	2
O=c1nc(NO)ccn1C1CCCO1 (configuration not stated)	6	7
CCn1c(-c2cccc(Br)c2)n[nH]c1=S	2	-7
CCOC(=O)N1CCC(NS(=O)(=O)c2cc3c(cc2C)NC(=O)CO3)CC1	15	-12
N#Cc1c(N2CCCCC2)nc(N)c2c(N)nc3c(c12)CC(c1ccccc1)O3 (configuration not stated)	-14	28
CSc1nc(N)cc(=O)[nH]1	6	7
O=C(Cc1csc(Nc2nc(=S)[nH]c3ccccc23)n1)N1CCN(c2cccc(C(F)(F)F)c2)CC1	22	5
COc1ccccc1N1CCN(C(=O)c2ccc(N3CCCC3=O)cc2)CC1	-4	-7
CNc1cccc(-c2ccc(C(=O)N3CCOCC3)cc2)n1	-3	-2
COc1ccc(F)cc1S(=O)(=O)NC1CCCCCC1	-13	-5
N#CC1=C(N)Oc2c(ccc3ccccc23)C1c1ccsc1 (configuration not stated)	18	-30
